D3 antag = blocks the human D3 dopamine receptor | 360,000 compounds, 2.5% hits | D3R cells, DiscoveRx beta-arrestin luminescence, antagonist mode; active compounds read low | max response, negative = inhibition, % | P35462 | AID 652054; in the data active means max response below about -50%; inconclusive means no clear call, values can overlap the other calls; further: on the % scale 0 is the no-effect control and ±100 the full control effect; mostly tested at two doses, the higher about 12 µM
Target sequence (P35462 whole entry, looked up): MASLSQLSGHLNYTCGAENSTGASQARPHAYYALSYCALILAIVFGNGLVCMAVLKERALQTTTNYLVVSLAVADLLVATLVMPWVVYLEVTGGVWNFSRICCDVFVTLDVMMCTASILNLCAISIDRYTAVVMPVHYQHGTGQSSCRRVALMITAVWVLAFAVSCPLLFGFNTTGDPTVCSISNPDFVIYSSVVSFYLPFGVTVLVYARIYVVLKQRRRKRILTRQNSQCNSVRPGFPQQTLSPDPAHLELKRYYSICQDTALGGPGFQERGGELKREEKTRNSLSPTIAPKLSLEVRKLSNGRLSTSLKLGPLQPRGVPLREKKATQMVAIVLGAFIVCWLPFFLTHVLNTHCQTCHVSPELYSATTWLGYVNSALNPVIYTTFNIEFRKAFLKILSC
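Cells plated overnight at 1500 cells/well, then exposed to library compounds with dopamine controls for 90 minutes at 37 degrees C. DiscoveRx reagent added for 30–60 minutes at room temperature; luminescence read, quantitative HTS format.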
KB-V1 cytotox = KB-V1 MDR subline cytotoxicity; KB-V1 MDR cells viability, CellTiter-Glo, 72 h; Potency, µM (top dose mostly 46.1 µM), for inactives: at the top dose activity change, negative = cytotoxicity, hits mostly cytotoxic; 400,000 compounds, 3.4% hits; AID 1347076; further: potency means the concentration at half of the fitted maximal effect; on the % scale 0 is the no-effect control and ±100 the full control effect; nearly all actives have a fitted effect of over 60% in size
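Readout: CellTiter-Glo luminescence, 10 min after addition. Cells: KB-V1 MDR subline, 72 h at 37 degrees C with compound. Analysis: corrected, normalized data fitted to concentration-effect curves.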
GLP1R ag = activates the human GLP-1 receptor; P43220; HEK293 GLP-1R CRE-luciferase, luminescence, 4-6 h; cells express a hypersensitive GLP-1R form; Potency, µM (series often up to 45.6 µM), for the others: at the highest dose activation, hits mostly activators; 380,000 compounds, 0.007% hits; AID 624172; further: potency means the concentration at half of the fitted maximal effect; % of control where 0% means no effect
Target sequence (P43220 whole entry, looked up): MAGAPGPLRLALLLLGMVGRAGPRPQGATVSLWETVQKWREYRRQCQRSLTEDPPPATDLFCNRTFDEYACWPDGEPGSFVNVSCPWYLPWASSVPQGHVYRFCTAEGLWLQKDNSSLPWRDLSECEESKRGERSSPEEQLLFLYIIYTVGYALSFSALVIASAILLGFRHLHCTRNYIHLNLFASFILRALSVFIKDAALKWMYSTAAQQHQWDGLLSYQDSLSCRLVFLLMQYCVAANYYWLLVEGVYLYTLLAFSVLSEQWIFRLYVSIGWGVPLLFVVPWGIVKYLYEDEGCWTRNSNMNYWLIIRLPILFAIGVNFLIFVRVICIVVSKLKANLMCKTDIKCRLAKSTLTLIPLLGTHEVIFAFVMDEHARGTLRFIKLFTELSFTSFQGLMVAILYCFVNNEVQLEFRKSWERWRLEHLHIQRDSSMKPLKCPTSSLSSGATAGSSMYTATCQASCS
KB-3-1 tox = kills parental KB-3-1 adenocarcinoma cells | KB-3-1 viability, CellTiter-Glo ATP luminescence, 72 h | 400,000 compounds, 1.4% hits | AID 1347075 | Potency, µM (doses to about 46.1 µM), for inactives: at the top dose activity change, negative = cytotoxic, most hits filed as cytotoxic; further: potency means the concentration at half of the fitted maximal effect; on the % scale 0 is the no-effect control and ±100 the full control effect; nearly all actives have a fitted effect of over 60% in size
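Viability of parental KB-3-1 cells, measured by CellTiter-Glo luminescence, followed a 72 h incubation at 37 °C with pinned compounds in phenol-red-free DMEM containing 10% FBS.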
SW480 rereplic = induces DNA re-replication in SW480 colon adenocarcinoma cells | SW480 DNA re-replication, Hoechst DNA content imaging, 48 h | Potency, µM (doses to about 46.1 µM), inactives show at the top dose re-replication activation, most hits filed as activators | 340,000 compounds, 1.8% hits; further: potency means the concentration at half of the fitted maximal effect; % of control where 0% means no effect; nearly all actives have a fitted effect of over 55% in size
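Readout is total intensity of Hoechst-stained nuclei, excited at 405 nm and collected at 500-530 nm. Compound treatment lasted 48 hr at 37 C in 5% CO2 before staining.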
HT1080 IDH1KD tx = HT-1080 IDH1 knockdown cell toxicity (counter line); Potency, µM (top dose mostly 46.1 µM), without a hit: at the highest dose activity, negative = toxicity, actives largely listed as cytotoxic; 360,000 compounds, 2% hits; HT-1080 IDH1 knockdown viability, ATP luminescence, 48 h;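 further: potency means the concentration at half of the fitted maximal effect; 0% = DMSO wells and -100% = cell-free medium wells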
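CellTiter-Glo luminescence after 48 h compound exposure at 37 degrees C of IDH1-knockdown HT-1080 cells in 5% FBS RPMI. %Activity scaled between DMSO wells and cell-free media wells, with curves fitted and assigned curve classes.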
D3 ag = agonists of human D3 dopamine receptor | P35462 | D3R DiscoveRx beta-arrestin cells, luminescence, 90 min | max activation, % | 410,000 compounds, 0.58% hits | AID 652048; in the data active means max activation above about 30%; further: 0% is about no effect; mostly tested at two doses, the higher about 12 µM
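Cells at 1500/well, incubated overnight, then treated with pinned compounds (dopamine as control) for 90 min at 37 degrees C. DiscoveRx reagent added for 30 - 60 minutes at room temperature; luminescence read.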
HT1080NT lethal = kills 2HG-producing HT-1080-NT fibrosarcoma cells. HT-1080-NT fibrosarcoma viability, CellTiter-Glo ATP luminescence, 48 h. Potency, µM (highest dose often 46.1 µM), for inactives: at the top dose activity, negative = less viability, most hits filed as cytotoxic. 360,000 compounds, 1.6% hits. AID 686970;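 further: NT is the 2HG producing partner of a matched IDH1 knockdown line; potency means the concentration at half of the fitted maximal effect; 0% = DMSO-treated cells and -100% = media-only wells without cells; nearly all actives have a fitted effect of over 55% in size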
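Viability by CellTiter-Glo luminescence after 48 h compound exposure at 37C of HT-1080-NT cells (750/well, RPMI, 5% FBS). % activity scaled between DMSO wells and medium-only wells, then curve-fitted and categorized by curve class.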
IL1B secr inh = blocks inflammasome-driven IL-1 beta release; THP-1 LPS/ATP IL-1B secretion, AlphaLISA, 16 h; active compounds read low; activity change, % at 57.5 µM; 360,000 compounds, 4.7% hits; in the data active means activity change below about -50%; inconclusive means mostly about -30% to -49%; further: on the % scale 0 is the no-effect control and ±100 the full control effect
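Secreted IL-1B measured by AlphaLISA bead assay after 16 h compound exposure of THP-1 cells; compounds (final up to 57.5 uM) added 1 h before LPS (250 ng/mL) and ATP (1.25 mM) stimulation; lower signal means less secretion.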
The depositor's hits bear a star; ? = inconclusive; / = no result given; & = joins results of further samples; [ ] = dose if it differs, or a comment. Unless noted, the call rests on the fitted dose curve; in most records, active means well fitted curve in the direction sought with a large enough effect; inconclusive means small, poorly fitted or top-dose-only effect, or another doubt; inactive means no such curve, though single readings can be large; an effect the other way counts as inactive or inconclusive.

entry	Structure	D3 antag	KB-V1 cytotox	GLP1R ag	KB-3-1 tox	SW480 rereplic	HT1080 IDH1KD tx	D3 ag	HT1080NT lethal	IL1B secr inh
1	CN1CCC(OC(=O)Cc2ccc(Cl)cc2)CC1	7	?	-2%	1%	15µM*	7%	0	11%	12
2	CC(C)Nc1nc(NCCOc2ccccc2Cl)c2sc(-c3ccccc3)cc2n1	?	?	-8%	?	/	?	-10	?	-103*
3	O=S(=O)(Cc1ccccc1Cl)NCCc1ccccc1	-8	1%	13%	26%	-17%	0%	-11	-8%	0
4	O=C(O)c1csc(-c2cccc(Cl)c2)n1	4	2%	0%	10%	-10%	7%	4	7%	33
5	C=C1C(=O)[C@@]23[C@H](O)C[C@@H]4C(C)(C)CC[C@H](O)[C@]4(C)[C@@H]2C[C@H](O)[C@@H]1[C@H]3O	0	?	-24%	?	2.6µM*	?	-18	-29%	?
6	Brc1ccc(N=C(c2ccccc2)c2ccncc2)cc1	-28	-11%	12%	-7%	-59%[inhibitor]	?	-13	?	-1
7	CN(CC(=O)Nc1ccccc1)CC(=O)Nc1ccc(F)cc1	1	-27%	11%	2%	-3%	26%	-4	13%	-8
8	O=S(=O)(NCc1ccccc1)NCc1ccccc1F	15	2%	12%	11%	-5%	2%	-3	4%	-4
9	CN(c1ccccc1)S(=O)(=O)c1ccc(C(=O)NCCc2ccccc2)cc1	-18	-5%	16%	3%	?	-2%	5	-16%	25
10	Oc1[nH]c2ccccc2c1OCc1ccncc1	-11	1%	-8%	-1%	-6%	3%	3	1%	21

Part of the list above in order of heavy-atom count, falling.
entry	Structure	D3 antag	KB-V1 cytotox	GLP1R ag	KB-3-1 tox	SW480 rereplic	HT1080 IDH1KD tx	D3 ag	HT1080NT lethal	IL1B secr inh
2	CC(C)Nc1nc(NCCOc2ccccc2Cl)c2sc(-c3ccccc3)cc2n1	?	?	-8%	?	/	?	-10	?	-103*
7	CN(CC(=O)Nc1ccccc1)CC(=O)Nc1ccc(F)cc1	1	-27%	11%	2%	-3%	26%	-4	13%	-8
6	Brc1ccc(N=C(c2ccccc2)c2ccncc2)cc1	-28	-11%	12%	-7%	-59%[inhibitor]	?	-13	?	-1

Continued.
entry	Structure	D3 antag	KB-V1 cytotox	GLP1R ag	KB-3-1 tox	SW480 rereplic	HT1080 IDH1KD tx	D3 ag	HT1080NT lethal	IL1B secr inh
11	CC(=O)c1ccc(-c2cccc(-c3cc(=O)oc4ccc(C(C)(C)C)cc34)c2)cc1	37	13%	20%	1%	10%	0%	39*	-4%	-30
12	CCN1C(=O)[C@@H]2[C@@H]3CN(S(=O)(=O)c4ccc(C)cc4)[C@@H](c4ccccc4F)[C@@H]3C(=O)C[C@@H]2C1=O	0	-7%	1%	0%	/	17%	-1	22%	-9
13	CCCCC(=O)Nc1ccc(Br)cn1	-1	16%	-4%	16%	-6%	9%	-5	2%	-14
14	CN(CC(=O)Nc1cccc(F)c1)CC(=O)Nc1cccc(S(N)(=O)=O)c1	1	5%	9%	-5%	-3%	3%	-7	3%	0
15	COc1ccccc1NC(=O)c1ccccc1-c1ccccc1C(=O)O	10	15%	0%	1%	1%	5%	25	5%	1
16	CCc1cc(C(=O)N2CCN(c3ncccn3)CC2)sc1C	-7	7%	10%	-8%	?	-1%	-14	-10%	-9
17	O=C(COC(=O)COc1ccc(Br)cc1)NCc1ccccc1	-1	-8%	-2%	1%	-19%	11%	-2	1%[9.24 µM]	17
18	COc1cccc(Nc2nc(C)cc(C)c2C(N)=O)c1	0	-16%	-1%	0%	0%	29%	-1	?	-1
19	CC(C)C(=O)Nc1ccc2oc(=O)ccc2c1	8	-15%	4%	19%	-1%	18%	-1	?	-12
20	C(#CSCc1ccccc1)SCc1ccccc1	-18	13%	9%	1%	/	10%	-5	14%	-30

Retrieved by compound from the list above:
entry	Structure	D3 antag	KB-V1 cytotox	GLP1R ag	KB-3-1 tox	SW480 rereplic	HT1080 IDH1KD tx	D3 ag	HT1080NT lethal	IL1B secr inh
20	C(#CSCc1ccccc1)SCc1ccccc1	-18	13%	9%	1%	/	10%	-5	14%	-30
14	CN(CC(=O)Nc1cccc(F)c1)CC(=O)Nc1cccc(S(N)(=O)=O)c1	1	5%	9%	-5%	-3%	3%	-7	3%	0
18	COc1cccc(Nc2nc(C)cc(C)c2C(N)=O)c1	0	-16%	-1%	0%	0%	29%	-1	?	-1
13	CCCCC(=O)Nc1ccc(Br)cn1	-1	16%	-4%	16%	-6%	9%	-5	2%	-14
12	CCN1C(=O)[C@@H]2[C@@H]3CN(S(=O)(=O)c4ccc(C)cc4)[C@@H](c4ccccc4F)[C@@H]3C(=O)C[C@@H]2C1=O	0	-7%	1%	0%	/	17%	-1	22%	-9

More results follow:
entry	Structure	D3 antag	KB-V1 cytotox	GLP1R ag	KB-3-1 tox	SW480 rereplic	HT1080 IDH1KD tx	D3 ag	HT1080NT lethal	IL1B secr inh
21	CCOc1ccc(C(=O)NC(=S)Nc2cccc(S(=O)(=O)NC3=NCCC3)c2)cc1	-28	7.3µM*	24%	2.3µM*	?	1µM*	-6	0.46µM*	0
22	O=C(O)c1cccc(N/N=C/C2=C(Cl)c3cc(Cl)ccc3SC2)c1	-6	?	-6%	-1%	-1%	-3%	2	2%	20
23	CCC(CC)NC(=O)c1cc([N+](=O)[O-])ccc1N1CCOCC1	12	-9%	-4%	-1%	/	11%	7	13%	0
24	COc1ccc(NC2=Nc3ccccc3N[C@@]23C[C@H]2CCCC(=O)N4CC[C@@H](C3)[C@@H]24)cc1	-68*	6%&-1%	3%	0%&7%	-1%	-1%	-41	0%	25
25	CCc1cc2cccc(C)c2nc1SCC(=O)Nc1nonc1C	1	-23%	-5%	2%	-5%	0%	-4	23%	12
26	CC(Oc1ccc(F)cc1)C(=O)Oc1ccc(N(C)S(=O)(=O)c2ccccc2)cc1 (stereo not drawn)	-6	?	-12%	0%	-4%	1%	-9	-4%	6
27	COc1cc(C(=O)Nc2cccc(C(C)=O)c2)cc(OC)c1OC	7	1%	5%	3%	-21%	17%	4	20%	?
28	O=[N+]([O-])c1ccc(O)c(CNCc2ccccc2)c1	0	17%	1%	7%	-5%	10%	9	7%	0
29	CC(=O)N1CCN(C(=O)C(Cc2ccccc2)NC(=O)c2ccccc2)CC1 (stereo not drawn)	-1	-5%	1%	4%	-7%	5%	-1	17%	2
30	CCCCc1c(C)nn(-c2nnc3c4ccccc4n(CC)c3n2)c1C	8	0%	-3%	0%	6%	-4%	-1	-23%	15
31	CCOc1ccc(NC(=O)CSc2nnc(N)s2)c([N+](=O)[O-])c1	4	7%	4%	7%	0%	-2%	-5	4%	-1
32	O=C(O)CCC(=O)N(Cc1ccco1)c1nc(-c2ccccc2)cs1	11	3%	-6%	1%	-3%	1%	3	5%	15
33	NNc1nnnc2c1sc1nc(N3CCOCC3)c3c(c12)CCCC3	13	2%	6%	3%	-22%	6%	3	-4%	0
34	COc1ccc(S(=O)(=O)Nc2nc3ccccc3s2)cc1	?	9%	-8%	7%	3%	1%	-2	1%	33
35	Cc1ccc2[nH]cc(CCNC(=O)/C=C/c3ccco3)c2c1	-1	7%	15%	4%	-26%	-29%	1	-19%	-10
36	COCCNC(=S)N1CCC(NC(=O)Nc2ccc(C)cc2)CC1	10	-1%	3%	0%	0%	0%	0	-1%	28
37	CC(=O)Nc1ccc(S(=O)(=O)NCCC(=O)NC2CCCCCC2)cc1	11	2%	9%	-12%	-5%	-1%	-9	-9%	11
38	CCN(C(=O)COc1ccc(N(C)S(=O)(=O)c2ccc(NC(C)=O)cc2)cc1)C1CCCCC1	21	-18%	-2%	7%	-2%	8%	-3	15%	-19
39	O=C(Nc1ccc2ncccc2c1)c1cc(Cl)ccc1Cl	16	-9%	-3%	-7%	3%	-1%	2	0%	-23
40	CC(C)NC(=O)c1ccccc1NC(=O)CS(=O)(=O)Cc1ccccc1	6	2%	0%	8%	-8%	10%	-1	11%	1
41	O=C(NN1CCCCCC1)c1ccccc1F	11	11%	10%	-5%	8%	19%	-4	13%	-2
42	CCOc1ccc(NC(=O)CC2C(=O)N(c3ccccc3)C(=S)N2Cc2ccccn2)cc1 (stereo not drawn)	21	-3%	3%	?	?	-7%	2	-3%	-18
43	Cc1ccc(O)c(C(=O)c2cc(C(=O)NCCc3ccccc3)c(=O)n(CCc3ccccc3)c2)c1	13	-12%	0%	0%	?	1%	7	8%	-3
44	O=C(Cc1cccc2c(=O)cc(-c3ccccc3)oc12)OCCN1CCOCC1	34	1%	3%	0%	/	1%	8	18%	-15
45	O=C(COc1ccccc1[N+](=O)[O-])c1ccccc1	1	8%	7%	-6%	-8%	?	1	?	-18
46	Cc1cc(S(=O)(=O)N2CCCC(N3CCOCC3)C2)c(C)cc1Cl (stereo not drawn)	-5	-8%	12%	-9%	?	-8%	-3	-5%	2
47	C/C(=C/c1ccccc1)C(=O)N1CC(C)OC(C)C1 (stereo not drawn)	-9	0%	-4%	-2%	4%	-3%	-2	-4%	39
48	O=C(COC(=O)c1ccc[nH]c1=O)NCCc1ccc(F)cc1	11	2%	3%	3%	-6%	10%	3	10%	8
49	Cc1cc(=O)[nH]c2c1c(-c1ccccc1)nn2C	-15	28%	20%	4%	-8%	-10%	12	-2%	28
50	COc1ccccc1OCCCOc1c(C)cc(C)cc1Br	6	0%	-1%	-5%	1%	11%	4	6%	23
51	O=C(COC(=O)C1=Cc2ccccc2OC1)NCc1ccccc1	-5	17%	-14%	5%	6%	0%	-2	-2%	-2
52	Cc1ccn2cc(-c3cccc(NS(C)(=O)=O)c3)nc2c1	-13	-24%	12%	-1%	0%	-3%	6	0%	?
53	Cc1cnc(NC(=O)Cc2ccccc2Cl)s1	-25	0%	5%	-6%	?	-7%	-7	0%	-15

From PubChem BioAssay
